Source: PubChem BioAssay (Dana-Farber Cancer Institute and Novartis Institutes for BioMedical Research (Cambridge, Mass))
UCHL1 inh = inhibitors of human UCHL1 deubiquitinase | purified UCHL1, Ub-rhodamine cleavage fluorescence | inhibition, % at 20 µM | AID 1645859 | actives 0.2% (n = 47,000)
USP28 block = inhibitors of human USP28 deubiquitinase | Q96RU2 | purified USP28, Ub-rhodamine cleavage fluorescence, 30 min | inhibition, % at 25 µM | actives 3% (n = 47,000) | AID 1645857
USP17 block = human USP17-like deubiquitinase inhibition | A8MUK1 | purified USP17, Ub-rhodamine cleavage fluorescence, 3 h | inhibition, % at 50 µM | actives 6.5% (n = 47,000)
Target sequence (A8MUK1 whole entry, looked up): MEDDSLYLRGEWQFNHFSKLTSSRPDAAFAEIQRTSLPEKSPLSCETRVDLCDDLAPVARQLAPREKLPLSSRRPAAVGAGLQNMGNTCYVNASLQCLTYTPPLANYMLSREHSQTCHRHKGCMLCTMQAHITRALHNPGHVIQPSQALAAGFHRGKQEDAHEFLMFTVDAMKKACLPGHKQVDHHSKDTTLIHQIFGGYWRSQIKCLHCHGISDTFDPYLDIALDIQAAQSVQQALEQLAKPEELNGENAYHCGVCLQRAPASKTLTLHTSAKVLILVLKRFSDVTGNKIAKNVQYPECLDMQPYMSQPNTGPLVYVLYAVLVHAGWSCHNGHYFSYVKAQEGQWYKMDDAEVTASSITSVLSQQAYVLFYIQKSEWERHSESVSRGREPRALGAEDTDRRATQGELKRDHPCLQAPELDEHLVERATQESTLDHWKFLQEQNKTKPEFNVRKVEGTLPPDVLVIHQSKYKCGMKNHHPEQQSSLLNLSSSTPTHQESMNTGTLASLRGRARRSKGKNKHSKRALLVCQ
USP10 inh = human USP10 deubiquitinase inhibition; Q14694; purified USP10, Ub-rhodamine fluorescence, 60 min; inhibition, % at 20 µM; actives 1.1% (n = 47,000); AID 1645856
OTUD3 inh = blocks human OTUD3 ubiquitin-rhodamine cleavage | Q5T2D3 | purified OTUD3, Ub-rhodamine fluorescence, 2 h | inhibition, % at 25 µM | actives 0.7% (n = 47,000)
Target sequence (Q5T2D3 whole entry, looked up): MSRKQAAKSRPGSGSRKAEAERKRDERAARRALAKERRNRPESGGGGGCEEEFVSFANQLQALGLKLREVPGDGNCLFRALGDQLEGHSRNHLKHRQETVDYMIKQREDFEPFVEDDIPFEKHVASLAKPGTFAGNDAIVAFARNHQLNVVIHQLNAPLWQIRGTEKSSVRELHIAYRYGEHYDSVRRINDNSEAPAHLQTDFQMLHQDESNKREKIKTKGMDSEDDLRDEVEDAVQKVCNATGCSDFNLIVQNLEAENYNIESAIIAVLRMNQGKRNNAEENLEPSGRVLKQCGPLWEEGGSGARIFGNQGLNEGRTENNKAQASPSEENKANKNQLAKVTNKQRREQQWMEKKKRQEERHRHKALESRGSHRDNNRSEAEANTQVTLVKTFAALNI
USP30 block = blocks human USP30 ubiquitin-rhodamine cleavage | AID 1645860 | inhibition, % at 25 µM | purified USP30, Ub-rhodamine cleavage fluorescence | actives 5.3% (n = 47,000) | Q70CQ3
USP7 inh = human USP7 deubiquitinase inhibition | Q93009 | purified USP7, Ub-rhodamine cleavage fluorescence | inhibition, % at 20 µM | actives 0.3% (n = 47,000) | AID 1645854
USP8 inh = human USP8 deubiquitinase inhibition | P40818 | purified USP8, Ub-rhodamine cleavage fluorescence, 30 min | actives 4.2% (n = 47,000) | inhibition, % at 20 µM | AID 1645853
Starred values were filed as active, the others as inactive; i = inactive; · = no result given. Rule as the data show it: active = inhibition above about 30%; inactive = the rest.

| UCHL1 inh | USP28 block | USP17 block | USP10 inh | OTUD3 inh | USP30 block | USP7 inh | USP8 inh | Compound |
| --- | --- | --- | --- | --- | --- | --- | --- | --- |
| 2 | 20 | -17 | 0 | 6 | 1 | -80 | 2 | O=[N+]([O-])c1cc(C(F)(F)F)ccc1NCCCCCO |
| 2 | 4 | 4 | 2 | 0 | 0 | 4 | 28 | O=C(Nc1cnc(N2CCCC2)nc1)C1CCC1 |
| 3 | 8 | 4 | 0 | -12 | 8 | 2 | 14 | O=C(c1cnccn1)N1CCCC1c1[nH]ncc1-c1ccc(F)cc1 (centres undefined) |
| 1 | -3 | 9 | -3 | 3 | 4 | -2 | 8 | COc1ccnc2c1c(=O)n(CC(=O)N1CCCCCC1)c(=O)n2C |
| 2 | 8 | 5 | -2 | 0 | 16 | -2 | -7 | CC(Sc1nnc(-c2ccccc2F)n1CCc1ccccc1)C(=O)N(C)c1ccccc1 (centres undefined) |
| 1 | -9 | · | 7 | -4 | -15 | 7 | 8 | Cc1cc(Br)ccc1NC(=O)CSc1nc2c(cc1C#N)C(=O)CCC2 |
| -2 | -57 | -49 | 1 | -41 | -138 | 4 | 36* | CCC(C(=O)Nc1ccc(-c2nc3cccnc3s2)cc1)c1ccccc1 (centres undefined) |
| -1 | 0 | 9 | 0 | 3 | 4 | 0 | 7 | O=C(CN1C(=O)c2ccccc2NC1=CN1CCOCC1)NCc1ccco1 |
| 0 | 9 | -3 | -2 | 4 | 22 | 5 | 6 | O=C(N[C@@H]1CC[C@@H](Oc2ccccc2)[C@@H](O)[C@@H]1O)c1cccnn1 |
| 0 | -11 | 11 | -4 | -1 | 0 | 0 | 31* | Cc1cc(NC(=O)CSc2nnc(-c3ccc4c(c3)OCCO4)o2)no1 |
| -1 | -24 | -24 | 3 | -23 | -83 | 3 | 13 | Cc1cc(-c2cnc(NCc3ccccc3F)nc2-c2ccco2)on1 |
| -1 | -3 | -1 | 0 | 0 | 13 | 6 | -51 | CCc1nnc(Nc2cccc(C3CCCNC3)n2)s1 (centres undefined) |
| 2 | 15 | 27 | 5 | 14 | 30* | -4 | 16 | CC(=O)c1ccc(S(=O)(=O)N(Cc2ccc(C(=O)NC3CC3)cc2)C2CC2)cc1 |
| 6 | 6 | 9 | 0 | 14 | 25 | 3 | 8 | Cc1nc(N2CCN(C(=O)c3ccco3)CC2)c2c3c(sc2n1)CCC3 |
| 4 | 7 | 10 | 0 | 1 | 7 | 4 | 9 | O=C(c1noc2c1CCCC2)N1C[C@H]2CC[C@@H](Nc3cnccn3)[C@H]2C1 |
| -1 | -40 | 5 | -2 | -28 | -108 | -1 | -6 | CCC1(C)Cc2c(sc3nc(SC)nc(SCC(=O)Nc4ccccc4)c23)CO1 (centres undefined) |
| -19 | -157 | -126 | -14 | -128 | i | -23 | -50 | CC(=O)c1ccc(NC(=O)CN2CCCc3ccccc32)cc1 |
| -4 | -31 | -41 | -9 | -24 | -88 | -17 | -15 | CCS(=O)(=O)N1CCC(c2nc3ccc(F)cn3c2NC2CCCC2)CC1 |
| -1 | 54* | -16 | 0 | -1 | 4 | -1 | -25 | Cc1nc2cc(NC(=O)C3CN(C(=O)c4cnccn4)C3)ccc2s1 |
| -4 | -17 | 2 | -2 | -6 | -62 | 1 | 3 | CC(C)C1Cc2c(sc3nc(SCC(=O)NC(c4ccccc4)c4ccccc4)nc(N)c23)CO1 (centres undefined) |
| -1 | -6 | -8 | -2 | -7 | -6 | -1 | -5 | CN1c2ccccc2C(=O)NC12CCN(C(=O)NCc1cccc(F)c1)CC2 |
| 0 | 0 | -4 | 0 | -4 | -3 | -8 | -1 | COCCNC(=O)C1CCN(Cc2cccc(OCc3ccccc3)c2)CC1 |
| -3 | 0 | 19 | -4 | 12 | -48 | -3 | -11 | COc1ccc(C(=O)Nc2cc(C)c(O)c(-c3nc4ncccc4o3)c2)cc1Cl |
| 1 | -4 | 0 | 2 | 0 | 2 | -5 | 0 | COCCCNC(=O)[C@H](Cc1ccccc1)NC(=O)N1CCn2c1nc1ccccc12 |
| 1 | 5 | 12 | -4 | 6 | 9 | 0 | -2 | COCCNC(=O)C1c2ccccc2C(=O)N(CCOC)C12CCCC2 (centres undefined) |
| -99 | -68 | -57 | -7 | -68 | -423 | -82 | -84 | CC1=C[C@H]2N(c3ccccc31)[C@H](C(=O)C(C)(C)C)[C@@H](C(=O)c1ccco1)[C@]21C(=O)Nc2ccccc21 |
| -2 | 9 | 9 | 9 | 1 | 0 | -21 | 2 | N#Cc1ccccc1Cn1c(=O)n(C2CCCC2)c(=O)c2ccccc21 |
| 3 | 8 | 9 | 0 | 8 | 7 | 1 | 14 | Cc1nc(C2CCN(S(C)(=O)=O)CC2)cc(N2C(=O)OCC2C(C)C)n1 (centres undefined) |
| 0 | -7 | -14 | -1 | -10 | 7 | 2 | -10 | CC(=O)N1CCc2cc(S(=O)(=O)NCCC(=O)NCCc3ccccc3)ccc21 |
| 0 | 1 | 15 | -9 | 6 | -2 | 2 | 61* | O=C(COc1ccccc1)Nc1cnc(-c2cccc(Cl)c2)nc1 |

A different layout for some results above:
molecule | UCHL1 inh | USP28 block | USP17 block | USP10 inh | OTUD3 inh | USP30 block | USP7 inh | USP8 inh
COCCNC(=O)C1CCN(Cc2cccc(OCc3ccccc3)c2)CC1 | 0 | 0 | -4 | 0 | -4 | -3 | -8 | -1
COc1ccc(C(=O)Nc2cc(C)c(O)c(-c3nc4ncccc4o3)c2)cc1Cl | -3 | 0 | 19 | -4 | 12 | -48 | -3 | -11
COCCCNC(=O)[C@H](Cc1ccccc1)NC(=O)N1CCn2c1nc1ccccc12 | 1 | -4 | 0 | 2 | 0 | 2 | -5 | 0

Retrieved by compound from above (3):
| UCHL1 inh | USP28 block | USP17 block | USP10 inh | OTUD3 inh | USP30 block | USP7 inh | USP8 inh | Compound |
| --- | --- | --- | --- | --- | --- | --- | --- | --- |
| -1 | -3 | -1 | 0 | 0 | 13 | 6 | -51 | CCc1nnc(Nc2cccc(C3CCCNC3)n2)s1 (centres undefined) |
| -2 | 9 | 9 | 9 | 1 | 0 | -21 | 2 | N#Cc1ccccc1Cn1c(=O)n(C2CCCC2)c(=O)c2ccccc21 |
| 1 | -4 | 0 | 2 | 0 | 2 | -5 | 0 | COCCCNC(=O)[C@H](Cc1ccccc1)NC(=O)N1CCn2c1nc1ccccc12 |

5 compounds from above with just USP28 block and UCHL1 inh:
Compound	USP28 block	UCHL1 inh
O=C(c1noc2c1CCCC2)N1C[C@H]2CC[C@@H](Nc3cnccn3)[C@H]2C1	7	4
CCC1(C)Cc2c(sc3nc(SC)nc(SCC(=O)Nc4ccccc4)c23)CO1 (centres undefined)	-40	-1
CC(=O)c1ccc(NC(=O)CN2CCCc3ccccc32)cc1	-157	-19
CCS(=O)(=O)N1CCC(c2nc3ccc(F)cn3c2NC2CCCC2)CC1	-31	-4
Cc1nc2cc(NC(=O)C3CN(C(=O)c4cnccn4)C3)ccc2s1	54*	-1

(continued)
| UCHL1 inh | USP28 block | USP17 block | USP10 inh | OTUD3 inh | USP30 block | USP7 inh | USP8 inh | Compound |
| --- | --- | --- | --- | --- | --- | --- | --- | --- |
| -2 | -2 | 1 | -1 | -3 | 8 | -31 | -4 | COc1ccc2c(N3CCC(C(=O)N4CCCCC4)CC3)c(C#N)cnc2c1 |
| 2 | 7 | 12 | 1 | 15 | 18 | 1 | 11 | O=C(Cn1cc2c(n1)CCCCC2)NCC1CCCO1 (centres undefined) |
| 1 | 9 | 10 | 6 | 5 | 9 | 4 | -19 | CC(C)[C@H](NC(=O)[C@H](Cc1ccccc1)n1c(=O)[nH]c2ccccc2c1=O)C(=O)N[C@@H](Cc1ccccc1)C(=O)O |
| -4 | 15 | 0 | -1 | 8 | 2 | -1 | 1 | CC(C)Cc1nc2sc3c(SCCN4C(=O)c5ccccc5C4=O)ncnc3c2c2c1CCC2 |
| -2 | -3 | 9 | 14 | 0 | 6 | -4 | 0 | CCCCCn1c(=O)[nH]c2cc(C(=O)NCCCN3CCN(c4ccc(OC)cc4)CC3)ccc2c1=O |
| -2 | -9 | -29 | 0 | 2 | 12 | 5 | -8 | CCCn1c(SCC(=O)c2c(N)n(C3CC3)c(=O)[nH]c2=O)nnc1-c1ccncc1 |
| 8 | 36* | 1 | 3 | 6 | 22 | -39 | 8 | O=C(NCc1ccc(Cl)c(Cl)c1)c1cc(S(=O)(=O)N2CCC3(CC2)OCCO3)ccc1F |
| 0 | 18 | 16 | -1 | 19 | 30 | 1 | 17 | O=C1CN(C(=O)NC(Cc2ccccc2)C(=O)NCc2ccncc2)c2ccccc2N1 (centres undefined) |
| 1 | 6 | 4 | 3 | 5 | 22 | 3 | 16 | COc1cccc(-c2cc(N3CCCN(C(=O)c4ccncc4)CC3)ncn2)c1 |
| -3 | -3 | 0 | 1 | -2 | -2 | -10 | 1 | Cc1ccccc1-n1nc2c(c1NC(=O)COc1ccc(Cl)cc1)CS(=O)(=O)C2 |
| -3 | 0 | 0 | 3 | -11 | 9 | 2 | -5 | Cc1cc(N2C(=O)c3oc4ccccc4c(=O)c3C2c2cccc(F)c2)no1 (centres undefined) |
| 6 | 68* | 0 | 2 | -3 | 9 | 5 | -25 | COc1cccc(NC(=O)CCc2c(C)nn(-c3cc(N4CCCCC4)ncn3)c2C)c1 |
| -1 | 11 | 14 | 0 | 13 | 23 | 5 | 11 | O=C(c1cnn2cccnc12)N1CCC(c2ccnc3ccnn23)CC1 |
| 0 | 11 | 9 | -2 | 9 | 20 | -24 | 0 | CC(C)(C)n1nc2c(c1-n1cccc1)CN(C(=O)c1cnccn1)C2 |
| 2 | 2 | 3 | 1 | 14 | 10 | 5 | 0 | O=C(c1cnccn1)N1CCCC1c1ccnc(Nc2cnccn2)n1 (centres undefined) |
| 0 | 1 | 8 | -3 | 6 | 5 | 0 | -11 | Cc1nn(-c2ccc(F)cc2)c(C)c1S(=O)(=O)N1CCCCCC1 |
| 2 | 6 | 9 | 3 | 7 | 17 | 1 | 4 | O=C(Cn1cnc(S(=O)(=O)N2CCOCC2)c1)Nc1cccc(Cl)c1 |
| 1 | 3 | 22 | -1 | 16 | 25 | 3 | 25 | COCCNC(=O)CCCn1c(=O)c2cc(OC)c(OC)cc2n(CC(=O)c2ccccc2)c1=O |
| 1 | 2 | 6 | -1 | 3 | 3 | 6 | 0 | COc1ccc(C(=O)N2CCN(c3cnn4c(C)nnc4c3)CC2)cc1 |
| -3 | 0 | -10 | -2 | -6 | -19 | -5 | -65 | CC(C)c1cc(N2CCOCC2)nc(-c2ccccn2)n1 |
| -8 | -8 | -9 | -8 | -6 | -38 | -30 | -2 | CCN1CCC2(CC1)CN(Cc1ccncc1)Cc1cc(C)ccc1O2 |
| 1 | 7 | 13 | 3 | 15 | 27 | 1 | 17 | Cn1c(=O)c2ccc(C3CCN(C(=O)Cc4ccc(F)cc4)C3)nc2n(C)c1=O (centres undefined) |
| -10 | -51 | -67 | -8 | -36 | -144 | -6 | -85 | O=C1Oc2nc3cc4c(cc3cc2CN1CCN1CCOCC1)OCCO4 |
| 3 | -3 | 7 | 0 | 8 | 9 | -1 | 4 | CC(C)CN1C[C@H]2CCN(C(=O)c3ccc(Cl)cc3)CC[C@H]2S1(=O)=O |
| 2 | 0 | -35 | 1 | 4 | -4 | -3 | 16 | c1cc(N2CCOCC2)ncc1-c1noc([C@@H]2CCCN2C2CCOCC2)n1 |
| -1 | -5 | 19 | 3 | 0 | -3 | 6 | 3 | c1ccc2c(c1)cnn1c(-c3ccncc3)nnc21 |
| 0 | 1 | -2 | 0 | 8 | 11 | 0 | 6 | COc1ccc(C(=O)N2CCCC2(C)c2nc(C)cc(N)n2)cc1 (centres undefined) |

Gathered by group, those above containing a tert-butyl group.
| UCHL1 inh | USP28 block | USP17 block | USP10 inh | OTUD3 inh | USP30 block | USP7 inh | USP8 inh | Compound |
| --- | --- | --- | --- | --- | --- | --- | --- | --- |
| -99 | -68 | -57 | -7 | -68 | -423 | -82 | -84 | CC1=C[C@H]2N(c3ccccc31)[C@H](C(=O)C(C)(C)C)[C@@H](C(=O)c1ccco1)[C@]21C(=O)Nc2ccccc21 |
| 0 | 11 | 9 | -2 | 9 | 20 | -24 | 0 | CC(C)(C)n1nc2c(c1-n1cccc1)CN(C(=O)c1cnccn1)C2 |

Outcome played no part in choosing rows, and some 13% of all compounds hit somewhere here.
